Screening data as filed in PubChem.
4MU fluor – qHTS Assay for Spectroscopic Profiling in 4-MU Spectral Region; compound autofluorescence, 340/450 nm, 4-MU equivalents; stronger effect = higher value; max dye-equivalent concentration, M; hit rate 11% among 59,000; AID 589, 2007; in the data active = max dye-equivalent concentration above about 10 nM; inconclusive = mostly about 1.1 nM to 9.6 nM
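Compounds in 100 mM Tris, pH 8.0, incubated 15 min at room temperature, then fluorescence read at 340 nm excitation/450 nm emission. Signal converted to 4-MU dye-equivalent concentration using an on-plate six-point 4-MU standard curve.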
Epigenetic mod – qHTS Assay for Epigenetic Modulators. AID 597, 2007. mouse C127i GFP locus derepression, cytometry, 30 h. Potency, µM (doses to about 46.1 µM), for inactives: at the top dose GFP derepression (activation). hit rate 0.09% among 68,000; also: % of control where 0% means no effect
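Derepression screen: silenced CMV-GFP reporter in murine C127i cells, 30 h compound incubation at 37 C, washed cells imaged by laser-scanning cytometer to enumerate GFP-expressing objects of 20 to 120 um.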
Luciferase inh – qHTS Assay for Inhibitors of Firefly Luciferase; purified firefly luciferase, luminescence, 8 min; Potency, µM (series often up to 57.1 µM), without a hit: at the highest dose activity change, negative = inhibition, usual class: inhibitors; hit rate 2.2% among 72,000; also: potency is read from the fitted curve at half-maximal effect; % is scaled to controls: 0 for no effect and ±100 for the full control effect; nearly all actives have a fitted effect of over 40% in size
Target sequence (P08659 whole entry, looked up): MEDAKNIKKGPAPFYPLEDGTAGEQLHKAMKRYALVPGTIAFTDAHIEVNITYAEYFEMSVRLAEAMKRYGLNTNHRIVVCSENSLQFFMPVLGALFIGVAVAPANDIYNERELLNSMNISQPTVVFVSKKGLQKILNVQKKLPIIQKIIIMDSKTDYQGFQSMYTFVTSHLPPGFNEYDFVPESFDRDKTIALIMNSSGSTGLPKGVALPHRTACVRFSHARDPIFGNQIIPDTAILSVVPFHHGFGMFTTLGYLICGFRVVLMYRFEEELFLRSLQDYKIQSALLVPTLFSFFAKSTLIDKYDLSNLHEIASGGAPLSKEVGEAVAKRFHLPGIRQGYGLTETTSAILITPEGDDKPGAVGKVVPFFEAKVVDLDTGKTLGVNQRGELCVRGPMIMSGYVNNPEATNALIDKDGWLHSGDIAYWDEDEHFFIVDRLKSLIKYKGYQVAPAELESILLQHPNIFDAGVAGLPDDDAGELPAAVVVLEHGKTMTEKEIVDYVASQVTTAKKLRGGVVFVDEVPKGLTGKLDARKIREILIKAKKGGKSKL
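Luminescence read-out after 8 min at room temperature; enzyme reaction used luciferin plus 10 uM ATP (linear range) in imidazole buffer pH 7.2 with KCl, MgCl2, Tween 20 and BSA. Each sample was run as a titration.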
HBB splice mod – qHTS Assay for Modulators of Hemoglobin Beta Chain Splicing; HBB splicing reporter cell assay, activation; EGFP reporter with mutant IVS2-654 intron; response scale: normalised to 500 nM splice-correcting PNA; Potency, µM (titrated, usually from 46.1 µM), without a hit: at the top dose activation, actives largely listed as activators; hit rate 0.06% among 65,000; AID 925, 2007; also: potency is read from the fitted curve at half-maximal effect; 0% is about no effect
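HeLa cells stably expressing EGFP interrupted by mutant beta-globin intron 2 (IVS2-654), 500/well in 2% FCS. Treated with compound for 2 days at 37C. Splicing correction scored as total well GFP intensity (488 nm excitation, 500-520 nm emission); 500 nM antisense PNA served as control.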
Ub-GFP proteasome – Ubiquitin-GFP Assay; 67,000 tested, under 10 active; AID 526, 2006; Potency, µM (doses to about 45.9 µM), without a hit: at the top dose activation (GFP accumulation), actives largely listed as activators; Ubiquitin-GFP reporter cells, proteasome inhibition, GFP fluorescence; response scale: untreated = 0%, 10 µM MG-132 = 100%; active = well fitted activation curve with a large enough effect, not every such curve was filed as active; inconclusive = small, poorly fitted or top-dose-only effect, or another doubt; inactive = no such curve, though single readings can be large or run the other way; also: potency is read from the fitted curve at half-maximal effect
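U2OS cells expressing ubiquitin(G76V)-GFP, seeded overnight in 0.5% FBS medium, then treated 4 hr at 37 C across 46 uM to 2.9 nM. GFP-positive cells counted by laser cytometry (488 ex/515 em); %activity scaled between basal and 10 uM MG-132.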
Fluorescein fluor – qHTS Assay for Spectroscopic Profiling in Fluorescein Spectral Region | Compound autofluorescence, 480/540 nm, fluorescein-equivalent; stronger effect = higher value | AID 593, 2007 | max fluorescein-equivalent concentration, M | hit rate 0.91% among 59,000; in the data active = max fluorescein-equivalent concentration above about 10 nM; inconclusive = between about 1.1 nM and that limit
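Each compound is tested across a concentration series in 100 mM Tris buffer at pH 8.0. After 15 min at room temperature, plates are imaged with 480 nm excitation and 540 nm emission filters, and intensities are converted to fluorescein-equivalent values.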
Texas Red fluor – qHTS Assay for Spectroscopic Profiling in Texas Red Spectral Region; Compound fluorescence, Texas Red channel, 547/618 nm; stronger effect = higher value; max dye-equivalent concentration, M; hit rate 0.06% among 59,000; AID 587, 2007; in the data active = max dye-equivalent concentration above about 10 nM; inconclusive = between about 1.1 nM and that limit
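Pin-transferred compounds and Texas Red standards go into 100 mM Tris buffer, pH 8.0. After 15 min at room temperature, plates are imaged with 547/618 nm filters. Each value is a dye-equivalent concentration derived from the per-plate dye curve.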
Hsp90 Hop PPI – qHTS Assay for Disrupters of an Hsp90 Co-Chaperone Interaction. Hsp90 C-terminal peptide / TPR2A (Hop) interaction, human. hit rate 0.44% among 71,000. AlphaScreen TPR2A-His6 binding biotin-Hsp90 C-terminal peptide. Potency, µM (doses to about 57 µM), for inactives: at the top dose activity change, negative = inhibition; active = well fitted curve in either direction with a large enough effect; inconclusive = small, poorly fitted or top-dose-only effect, or another doubt; also: potency is read from the fitted curve at half-maximal effect; % is scaled to controls: 0 for no effect and ±100 for the full control effect; many of its hits are not listed in these tables
CRE Fsk mod – Cell signaling CRE-BLA (Fsk stim); AID 662, 2007; hit rate 2.5% among 71,000; Potency, µM (series often up to 38.2 µM), inactives show at the highest dose activity change, negative = inhibition, usual class: activators; CHO CRE-bla reporter (cAMP response element driving beta-lactamase), forskolin EC10, beta-lactamase ratio; active = well fitted activation curve with a large enough effect in the signal ratio, with a control signal flat, not every such curve was filed as active; inconclusive = small, poorly fitted or top-dose-only effect, or effect the other way, or a change in a side signal; the % refers to the signal ratio; also: potency is read from the fitted curve at half-maximal effect; % of control where 0% means no effect
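The 460nm/530nm emission ratio after CCF4 loading defined %Activity, from which AC50 values were obtained. CRE-bla CHO cells received compound dilution series together with an EC10 level of NKH 477 for 3 hours at 37 degrees Celsius.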
A350 autofl – qHTS Assay for Spectroscopic Profiling in A350 Spectral Region | hit rate 11% among 59,000 | AID 590, 2007 | max dye-equivalent concentration, M | Compound autofluorescence, 340/450 nm, Alexa 350 dye-equivalents; stronger effect = higher value; in the data active = max dye-equivalent concentration above about 10 nM; inconclusive = mostly about 1.1 nM to 9.6 nM
ERK AVP block – qHTS Assay for Inhibitors of the ERK Signaling Pathway using a Homogeneous Screening Assay | hit rate 0.99% among 72,000 | Potency, µM (series often up to 57.5 µM), without a hit: at the top dose activity, negative = inhibition, usual class: inhibitors | HEK293-V1b, vasopressin-stimulated pERK AlphaScreen; also: potency is read from the fitted curve at half-maximal effect; % is scaled to controls: 0 for no effect and ±100 for the full control effect; nearly all actives have a fitted effect of over 55% in size
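Overnight-seeded V1b-HEK293 cells in 1% FBS got compound, then vasopressin (25 nM final, 5 min, 37C), then lysis buffer. AlphaScreen detection of phospho-ERK; activity normalized to basal and full-stimulation controls.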
The depositor's hits bear a star; i = inactive; u = inconclusive; x = not tested or not shown; [ ] = another dose, or the depositor's remark. Unless noted, calls follow the shape of the dose curve; as a rule, active = well fitted curve in the direction sought with a large enough effect; inconclusive = small, poorly fitted or top-dose-only effect, or another doubt; inactive = no such curve, though single readings can be large; an effect the other way counts as inactive or inconclusive.

SMILES	4MU fluor	Epigenetic mod	Luciferase inh	HBB splice mod	Ub-GFP proteasome	Fluorescein fluor	Texas Red fluor	Hsp90 Hop PPI	CRE Fsk mod	A350 autofl	ERK AVP block
Cn1nnnc1SCC(=O)Nc1ccccc1Cc1ccccc1	i	0%	0%	-2.9%	4%	u	i	-4%	0%	i	-14%
Cc1cc(C)cc(N2CC(C(=O)O)CC2=O)c1 (stereo unspecified)	i	3%	0%	-1.5%	-2%	u	u	-2%	-10%	i	-3%
Cc1ncc(CO)c2cc(C(N)=O)c(=Nc3ccccc3)oc12	i	-1%	3%	-2.5%	2%	i	i	-4%	u	i	29%
Cc1ccc(C)c(Cn2c(CO)nc3ccccc32)c1	i	5%	-1%	0.3%	-4%	i	i	-8%	1%	i	-7%
COC(=O)C(Cc1ccccc1)NC(=O)CSc1nc(N)cc(=O)[nH]1 (stereo unspecified)	i	0%	2%	1.6%	u	i	i	u	-5%	i	-5%
O=P(O)(CCc1ccccc1)CN1CCCCC1	x	-4%	0%	-0.3%[9.22 µM]	-1%	x	x	-1%	-3%	x	5%
CCOC(=O)Cc1csc(NC(=O)c2csc(C)c2)n1	i	-3%	-16%	-0.4%	-5%	i	i	-1%	3%	i	-13%
CN(CC(=O)N1CCN(c2ccccc2)CC1)S(=O)(=O)c1cnc[nH]1	i	-2%	2%	0.2%	2%	i	i	3%	u	i	-1%
Cc1cccc2cc(CN(Cc3cccs3)C3(c4nnnn4C4CCCC4)CCCC3)c(=O)[nH]c12	i	0%	0%	0.0%	6%	u	i	-2%	u	i	-12%
O=C1[C@@H]2[C@H](Cc3ccc(O)cc3)N[C@]3(C(=O)Nc4ccccc43)[C@@H]2C(=O)N1c1ccc(F)cc1	i	9%	-1%	-0.3%	-2%	i	u	1%	u	i	-3%
CCc1ccc(C2CC(c3cccc(Cl)c3)n3nc(N)nc3N2)cc1 (stereo unspecified)	x	x	-2%	-0.6%	1%	x	x	-4%[2.3 µM]	-17%	x	1%
CN(C)CCCn1c(N)c(C#N)c2nc(C#N)c(C#N)nc21	7.3e-07M*	u	2%	x	-3%	i	i	2%	u	6.2e-07M*	8%
CC(=O)c1c(C)[nH]c(C(=O)OCCCCN2C(=O)c3ccccc3C2=O)c1C	i	-3%	7%	-0.3%[57.5 µM]	3%	i	i	0%	3%	i	13µM*
COc1cccc(-n2ccnc2SCC(=O)Nc2ccccc2)c1	i	-2%	1%	-0.6%	-3%	i	i	-25%	-5%	i	-14%
CCOC(=O)C1CCCN(C(=O)Cc2c(F)cccc2Cl)C1 (stereo unspecified)	i	0%	-2%	-0.7%	2%	i	u	-6%	u	i	-6%
COc1ccc(-c2nc3cnc(N4CCNCC4)nc3n(Cc3cccc(OC)c3)c2=O)cc1	u	2%[9.22 µM]	0%[11.4 µM]	-0.7%	3%	i	i	u	u	u	-7%
Brc1c(CSc2nnc(-c3ccco3)o2)nc2ccccn12	i	-2%	-4%	0.0%	-5%	u	i	u	3.2µM*	i	1%
C/C(=C\C(=O)c1ccc(F)cc1)Nc1ccc(N2CCOCC2)cc1	i	-3%	0%	1.3%	-2%	i	i	-11%	-5%	i	u
O=C(NCC1CCCO1)C1CCCN1C(=O)NC1CCCCC1 (stereo unspecified)	i	1%	-3%	x	-4%	i	i	0%	1%	i	-12%
Cc1cc(NC(=O)c2cccc(S(=O)(=O)N3CC(c4ccccc4)CC3=O)c2)no1 (stereo unspecified)	x	5%	0%	-0.2%	-9%	x	x	1%	u	x	-16%

Results in HBB splice mod and Texas Red fluor, for some of the entries so far:
SMILES,HBB splice mod,Texas Red fluor
COC(=O)C(Cc1ccccc1)NC(=O)CSc1nc(N)cc(=O)[nH]1 (stereo unspecified),1.6%,i
O=P(O)(CCc1ccccc1)CN1CCCCC1,-0.3%[9.22 µM],x

Remaining list, next part.
SMILES	4MU fluor	Epigenetic mod	Luciferase inh	HBB splice mod	Ub-GFP proteasome	Fluorescein fluor	Texas Red fluor	Hsp90 Hop PPI	CRE Fsk mod	A350 autofl	ERK AVP block
Cn1c(Cn2c(=O)sc3ccccc32)nnc1SCC(=O)NCc1ccccc1	x	-7%	-4%	-0.5%	2%	x	x	-2%	-5%	x	-6%
COc1ccc2c(C)c(Cl)c(=O)oc2c1	x	2%	0%	-5.6%	-6%	x	x	1%	u	x	-7%
O=C(OCc1c(F)cccc1Cl)c1cnccn1	i	2%	0%	-0.8%	1%	u	u	-5%	-1%	i	-19%
COc1ccc(N(C)S(=O)(=O)c2c(C)[nH]c(=O)[nH]c2=O)cc1	i	0%	2%	0.3%	-10%	i	i	0%	-18%	i	8%
O=C(c1ccc(CS(=O)(=O)c2c(Cl)cccc2Cl)o1)N1CCN(c2ccccn2)CC1	x	-2%	1%	0.3%	5%	x	x	-7%	u	x	-22%
COc1ccc(Nc2ncnc3c2oc2ccccc23)cc1	x	-2%	-29%	-1.0%	-4%	x	x	4%	u	x	u
COc1ccc(C(=O)N2CCC3(CCCN(Cc4ccncc4)C3)CC2)cc1	i	-2%[9.22 µM]	1%[11.4 µM]	-0.1%	-2%	u	i	-5%	4%	i	-7%
O=C(c1cc2c(s1)-c1ccccc1OC2)N1CCCC1	x	-2%	13µM*	-0.5%	-3%	x	x	14%	u	x	1%
COc1ccc(CCNC(=O)CSc2nnc(CNC(=O)c3ccccc3F)o2)cc1OC	i	6%	-1%	-0.1%	-5%	i	i	-3%	-4%	i	-8%
CCCn1c(N2CCN(CC(=O)c3c[nH]c4ccccc34)CC2)nc2c1c(=O)[nH]c(=O)n2C	3.7e-08M*	-2%	0%	1.6%[1.84 µM]	23%	i	u	-4%	u	4.8e-08M*	-24%
CC(C)N(Cc1cc2ccccc2[nH]c1=O)C(=O)C(C)(C)C	i	3%	6%	-1.0%[1.84 µM]	15%	i	i	1%	5%	u	-5%
COc1ccc(CCc2nc(-c3ccc(-n4cccc4)cc3)no2)cc1	x	-4%	1%	-0.2%	-2%	x	x	2%	12%	x	3%
CC(C)NC(=O)CSc1nc2ccccc2c(=O)n1CCCOC(C)C	u	3%	3%	-1.1%	-3%	i	i	-5%	-7%	u	-21%
C=CCc1cccc2cc(C(=O)NC(C)(C)C)c(=O)oc12	u	-2%	-2%	2.2%	-1%	i	i	-4%	-10%	u	3%
CCCCS(=O)(=O)NC1=NCN(CCOC(=O)c2ccccc2)CN1	x	-4%	2%	-0.4%	3%	x	x	-4%	-1%	x	-14%
Cc1ccc(C(=O)CC2(O)C(=O)N(CN3CCOCC3)c3ccccc32)cc1 (stereo unspecified)	i	0%	2%	0.2%[0.369 µM]	-4%	u	u	-3%	u	i	-8%
CCOc1ccc(C2N(c3ccc(Cl)cc3)C(=O)C3CCCN32)cc1OC (stereo unspecified)	x	-3%	-1%	-1.4%	0%	x	x	-2%	-1%	x	-19%
CCCSc1nc2c(c(=O)[nH]c(=O)n2C)n1Cc1ccc(C)cc1	i	0%	1%	0.6%[0.369 µM]	x	u	u	-3%	22%	i	-7%
CCOc1cccc(-c2nn3c(-c4ccco4)nnc3s2)c1	u	2%[20.6 µM]	-1%[25.5 µM]	x	x	i	i	x	x	u	x
CCOC(=O)c1csc(NC(=O)c2ccc(S(=O)(=O)N(C)C)cc2)n1	i	1%	0%	-0.3%[57.5 µM]	3%	i	i	1%	-1%	i	-19%
O=C1CC(N2CCN(Cc3ccc4c(c3)OCO4)CC2)C(=O)N1c1ccccc1 (stereo unspecified)	i	5%	3%	1.9%	0%	i	i	u	-7%	i	18%
COC(=O)c1cc(-c2c(C)nn(-c3ccccc3)c2C)n[nH]1	i	4%	-4%	0.2%	0%	i	u	-2%	1%	i	-9%
CC(=O)Nc1ccc(Nc2nc(C)nc3c2oc2ccccc23)cc1	5.8e-07M*	-4%	-2%	-4.2%	-1%	u	i	-2%	u	8.8e-07M*	-18%
Cc1ccc(NC(=O)c2ccco2)c(NC(=O)c2cccs2)c1	i	4%	2%	-0.2%	-2%	u	i	u	-3%	u	-14%
COc1ccc(CN2CC(C(=O)NCCC3=CCCCC3)CC2=O)cc1 (stereo unspecified)	i	6%	-1%	-0.6%	-4%	i	i	-2%	-26%	i	1%
Cn1cccc1C(=O)N1CCC2(CCCN(c3cccc(-c4ccccc4)c3)C2)CC1	i	2%[9.22 µM]	1%[11.4 µM]	4.3%	-4%	u	i	u	-10%	i	-7%
CS(=O)(=O)N1CCC2(CC1)CN(c1ccccc1)C2	i	0%[9.22 µM]	0%[11.4 µM]	2.6%	0%	u	i	4%	-6%	i	15%

Only part of the results is shown; rates above refer to the full screens.
